rCAG binder = r(CAG) repeat RNA binding. TO-PRO-1 dye displacement fluorescence. inhibition, % at 3 µM. 370,000 tested, 1.3% active;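 active = inhibition above the plate cutoff, the mean of all test compounds on that plate plus 3 SD, cut at about 35% in these data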;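 also: 0% = DMSO alone and 100% = 100 µM mitoxantrone as full dye displacement; higher means more dye released from RNA so lower well fluorescence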
mABHD4 FP = inhibits mouse alpha/beta hydrolase domain 4; purified mABHD4, FP-Rh probe fluorescence polarization; AID 720543; Q8VD66; inhibition, % at 8.92 µM; 370,000 tested, 0.54% active;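 active = inhibition exceeding the mean over every tested compound plus 3 SD, cut at about 30% in these data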;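 also: 0% = plate median of compound wells and 100% = S159A mutant with DMSO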
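Assay system: wild-type mouse ABHD4 protein; compound: single nominal dose of 8.92 µM, 0.89% DMSO final; schedule: 45 min + 60 min at 25 °C; measured by: FP readout, ex 525 nm / em 598 nm; evaluation: % inhibition of FP-Rh probe binding versus controls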
PRMT1 FP inh = inhibitors of human PRMT1; inhibition, % at 2.79 µM; AID 652257; 370,000 tested, 1.3% active; recombinant PRMT1, activity-based probe fluorescence polarization; Q99873;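 active = inhibition above about 21% made by adding two undisclosed values, limit read from the data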
SIAE primary = blocks human sialic acid acetylesterase. 370,000 tested, 0.69% active. AID 1053197. SIAE FP-Rh probe binding, fluorescence polarization. inhibition, % at 9.66 µM. Q9HAT2;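 active = inhibition above a cutoff: mean of compounds within the control limits plus 3 SD of those, cut at about 17% in these data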;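 also: 0% = plate median of compound wells and 100% = probe without SIAE protein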
Target sequence (Q9HAT2 whole entry, looked up): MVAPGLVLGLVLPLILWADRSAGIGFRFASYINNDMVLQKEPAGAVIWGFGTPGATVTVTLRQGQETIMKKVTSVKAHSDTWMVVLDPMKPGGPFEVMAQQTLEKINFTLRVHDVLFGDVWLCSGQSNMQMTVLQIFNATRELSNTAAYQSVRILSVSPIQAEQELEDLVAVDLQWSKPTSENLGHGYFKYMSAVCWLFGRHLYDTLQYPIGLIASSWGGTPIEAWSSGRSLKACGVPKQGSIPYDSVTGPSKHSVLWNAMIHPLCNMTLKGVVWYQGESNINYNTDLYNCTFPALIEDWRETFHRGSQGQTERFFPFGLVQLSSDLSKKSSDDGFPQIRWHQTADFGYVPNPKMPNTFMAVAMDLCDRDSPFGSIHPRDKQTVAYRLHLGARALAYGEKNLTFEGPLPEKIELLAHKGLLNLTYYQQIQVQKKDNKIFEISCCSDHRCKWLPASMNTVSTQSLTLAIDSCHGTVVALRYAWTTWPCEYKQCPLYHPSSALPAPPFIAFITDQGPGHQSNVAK
LEDGF integ inh = blocks HIV-1 LEDGF/p75-dependent DNA integration. TR-FRET IN-LEDGF/p75 DNA integration, Eu/Cy5. inhibition, % at 3.7 µM. 370,000 tested, 0.64% active. AID 743269;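 active = inhibition above the screen-wide mean plus 3 SD, cut at about 13% in these data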;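 also: signal is the Cy5 over europium emission ratio at 671 and 618 nm; 0% = plate median of compound wells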
TCR-CD3 inh = human TCR-CD3 binding inhibition; TAMRA-labeled TCR probe fluorescence, biochemical; inhibition, % at 9.4 µM; 360,000 tested, 0.37% active; AID 651800; in the data active = inhibition above about 19%;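 also: recombinant mutant TCR 2C K166C tagged with TAMRA read by polarization; 0% = receptor in buffer alone and 100% = receptor with positive control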
MBD2 inh = blocks human MBD2 binding to methylated DNA; Q9UBB5; 370,000 tested, 0.31% active; AID 686964; inhibition, % at 4.4 µM; TR-FRET, MBD2 binding to methylated oligonucleotide; in the data active = inhibition above about 13%
GC-B act = GC-B (human) receptor activation. HEK293-GC-B cells, CNP EC30, cGMP TR-FRET; 0% at EC30 CNP, 100% saturating CNP. activation, % at 10 µM. 370,000 tested, 0.11% active. P20594;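 active = activation at 10 µM reaching about 35% in either raw or pattern-adjusted values, limit read from the data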
TDP2 inh = TDP2 (human) inhibition, absorbance primary screen; inhibition, % at 12.8 µM; O95551; recombinant TDP2, T5PNP hydrolysis, p-nitrophenol absorbance 415 nm; 370,000 tested, 0.34% active;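 active = inhibition above the mean of all tested compounds plus 3 SD, set per campaign, cut at about 25% in these data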;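 also: 0% = DMSO with enzyme and 100% = buffer with substrate but no TDP2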
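Evaluation: % inhibition relative to enzyme-containing and enzyme-free wells. Material: recombinant human TDP2. Benchmarks: enzyme-free and DMSO wells. Timing: enzyme reaction with compound for 2 h at 37 °C. Compound dosing: 12.8 µM only. Measured by: p-Nitrophenol epi absorbance. Reagent: T5PNP substrate at 5 mM, a TopII-DNA adduct mimic. Replication: single well per compound.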
HTRA1 inhibitor = HTRA1 (human) protease inhibition; 340,000 tested, 0.5% active; AID 504803; Q92743; recombinant HTRA1, FP-rhodamine activity-based probe, fluorescence polarization; inhibition, % at 5.96 µM; in the data active = inhibition above about 36%;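 also: 0% = enzyme with DMSO and 100% = wells lacking enzyme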
Target sequence (Q92743 whole entry, looked up): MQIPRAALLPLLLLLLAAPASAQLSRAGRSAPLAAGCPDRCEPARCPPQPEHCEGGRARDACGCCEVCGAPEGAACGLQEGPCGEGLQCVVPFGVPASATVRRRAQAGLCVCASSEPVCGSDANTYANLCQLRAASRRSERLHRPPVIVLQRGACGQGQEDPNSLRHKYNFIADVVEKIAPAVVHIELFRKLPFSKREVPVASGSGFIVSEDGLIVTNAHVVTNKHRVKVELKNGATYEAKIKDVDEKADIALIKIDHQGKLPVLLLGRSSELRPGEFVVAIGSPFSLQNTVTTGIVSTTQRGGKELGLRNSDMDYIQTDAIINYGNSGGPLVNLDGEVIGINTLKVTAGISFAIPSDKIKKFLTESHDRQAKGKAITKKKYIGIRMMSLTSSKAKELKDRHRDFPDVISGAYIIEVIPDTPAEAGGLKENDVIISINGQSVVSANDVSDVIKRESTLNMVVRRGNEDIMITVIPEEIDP
An asterisk follows results filed as active; / = not tested or not shown. An excerpt (hit frequency here may not be typical).

Order of results – mABHD4 FP | SIAE primary | TCR-CD3 inh | PRMT1 FP inh | GC-B act | rCAG binder | LEDGF integ inh | TDP2 inh | MBD2 inh | HTRA1 inhibitor
Cc1cc(C)n(-c2nc(NCCCN(C)C)c3c4c(sc3n2)CCCC4)n1
    -5 | -2 | -7 | 2 | -6 | 2 | -3 | -12 | 4 | /
CCOC(=O)C1=C(COC(=O)c2ccc(Cl)nc2)NC(=O)NC1C (stereo not given)
    -1 | -8 | -5 | -4 | 4 | -5 | 2 | 4 | -2 | -5
COc1ccc(-c2oc3ccc(N4CCOCC4)cc3c2C#Cc2ccc(N)cc2)cc1
    -3 | 4 | -5 | -2 | -5 | 22 | -3 | 10 | 1 | 18
O=C(c1ccccc1F)N1CCC2CC1c1cc(N3CCCCC3)ccc12 (stereo not given)
    1 | -1 | 9 | 0 | -1 | 0 | -2 | -13 | -3 | -1
Cc1ccc2cc(CN(c3ccccc3)S(=O)(=O)c3ccccc3)c(=O)[nH]c2c1
    -1 | -14 | 1 | 2 | 4 | 0 | 1 | 2 | 2 | -2
N#CCCn1cc(C(N)=O)c(-c2cccs2)n1
    0 | 0 | -3 | 0 | 3 | 0 | -4 | -1 | 1 | 4
CCN(C(=O)COC(=O)CCn1c(C)csc1=O)c1c(N)n(Cc2ccccc2)c(=O)[nH]c1=O
    -8 | -7 | -4 | 15 | 0 | 1 | 2 | -15 | 2 | 5
Cc1ccc(-c2nc3ncccn3c2Nc2ccc3c(c2)OCO3)o1
    19 | 4 | 4 | 9 | 6 | 4 | -4 | 6 | -9 | 3
COc1ccccc1-c1noc(CCC(=O)Nc2cc(C(F)(F)F)ccc2Cl)n1
    -14 | -12 | -2 | 1 | -12 | 0 | 2 | 14 | 3 | -11
O=c1[nH]c(CN2CCc3ccccc3C2)nc2ccccc12
    13 | 3 | 4 | 1 | -1 | 0 | 4 | 18 | -3 | -3
COc1cc(OC)c2ccc(=O)oc2c1C(CC(=O)N1CCOCC1)c1ccc2c(c1)OCO2 (stereo not given)
    -7 | 6 | -4 | 3 | -19 | 3 | -1 | -2 | -5 | 1
O=C(Cc1ccsc1)OCC(=O)c1ccccc1
    -3 | 1 | 5 | -1 | -7 | 5 | -5 | 1 | -2 | 1
C=C(C)COc1ccc(C2NC(=O)c3ccccc3O2)cc1OCC (stereo not given)
    -2 | 1 | -6 | -1 | -10 | -6 | -4 | 12 | -2 | 2
COc1ccc(CN2C(=O)c3cccnc3C2=O)cc1S(=O)(=O)NC(C)C
    0 | 3 | -1 | 0 | 0 | 2 | 0 | 6 | 3 | 3
CCC(C)(C)NC(=O)/C=C/c1cccs1
    -6 | 2 | 4 | -1 | 2 | -2 | 0 | 3 | -4 | -2

(next part)
Order of results – mABHD4 FP | SIAE primary | TCR-CD3 inh | PRMT1 FP inh | GC-B act | rCAG binder | LEDGF integ inh | TDP2 inh | MBD2 inh | HTRA1 inhibitor
CC1CCN(c2cc(C#N)c(C#N)cc2[N+](=O)[O-])CC1
    -4 | 0 | 1 | -1 | -2 | 3 | 1 | -2 | 3 | -4
COc1ccc(CNc2nn[nH]n2)cc1OC
    1 | 6 | -3 | -2 | 0 | -2 | -1 | -11 | 3 | 0
COc1cccc(NC(=O)COC(=O)CCS(=O)(=O)c2ccc(C)cc2)c1
    -11 | 5 | 2 | -4 | 4 | -2 | 1 | 5 | 0 | 6
CCOC(=O)C(C)CC(C)C(=O)N1CCOCCN(C(=O)C(C)CC(C)C(=O)OCC)CCOCC1 (stereo not given)
    3 | 5 | 10 | 1 | 3 | -7 | 3 | -2 | -3 | 0
COc1ccc(/C=C(\C#N)C(=O)OCC(=O)NCc2ccccc2Cl)cc1
    0 | 5 | -3 | -1 | -10 | 4 | -6 | -1 | 4 | 1
Cc1cccc2sc(NS(=O)(=O)c3ccccc3)nc12
    5 | 6 | 0 | 1 | 3 | 24 | -3 | 3 | 2 | -1
C=CCOc1cccc(C(=O)Nc2ncn[nH]2)c1
    2 | -1 | 6 | 1 | -6 | 2 | 0 | -2 | -1 | 0
Fc1ccc(Cn2ccc3ccc(-c4ccc5ccn(Cc6ccc(F)cc6)c5c4)cc32)cc1
    5 | 2 | / | -2 | 3 | 10 | -2 | 1 | -4 | /
CC(=O)c1cc(-c2cc(C(F)(F)F)cc(C(F)(F)F)c2)c(=O)n2c1CCC2
    -2 | 11 | / | 0 | 0 | -2 | 3 | 2 | -5 | /
COc1ccc(C(=O)N2CCCC(c3ccccc3)=N2)cc1
    -8 | 6 | 2 | -1 | 8 | -5 | 0 | 1 | -6 | /
COc1ccccc1N1CCN(C(=O)c2oc3cc(C)cc(C)c3c2C)CC1
    -4 | 3 | 0 | -2 | 0 | -6 | 3 | -18 | 2 | -28
C/C(=N\Nc1cccc2cccnc12)c1ccccc1O
    6 | 1 | 7 | 3 | -5 | 12 | -5 | 0 | -1 | 13
CCCCOC(=S)NC(=O)c1sc2ccccc2c1Cl
    -13 | 1 | -2 | 15 | 4 | 8 | 9 | -11 | 1 | -11
O=C(NNS(=O)(=O)c1ccccc1)c1cccs1
    1 | 3 | 1 | -4 | 5 | -1 | -2 | 5 | 2 | 2
Cc1nc2c(N)nn(C)c2nc1C
    0 | 3 | 4 | -2 | -4 | 2 | -2 | -4 | -5 | -5

Carrying on:
Order of results – mABHD4 FP | SIAE primary | TCR-CD3 inh | PRMT1 FP inh | GC-B act | rCAG binder | LEDGF integ inh | TDP2 inh | MBD2 inh | HTRA1 inhibitor
Cc1cc(C)c(CN2CCC(n3nccc3NC(=O)C3CCCC3)CC2)cc1C
    8 | 6 | 1 | 0 | -9 | -5 | 0 | -10 | 3 | -2
CS(=O)(=O)c1ccc(-c2cccc(NC(=O)c3ccc4c(c3)OCO4)c2)nn1
    5 | 6 | 0 | 0 | -4 | 4 | -3 | -2 | -2 | 0
CCc1cc(C(=O)NN2C(=O)NC3(CCCCC3)C2=O)sc1C
    3 | 2 | 0 | 6 | -1 | 0 | -2 | -3 | -2 | 2
CN=C1NN=C(c2cc(C)n(-c3c(C)n(C)n(-c4ccccc4)c3=O)c2C)CS1
    4 | 1 | -3 | 0 | -9 | 8 | 3 | 11 | -7 | 2
COc1cc(CN(C)CC2CCCN(CCc3cccc(C(F)(F)F)c3)C2)ccc1O (stereo not given)
    4 | 6 | -1 | -1 | -1 | -9 | 1 | 7 | -1 | -2
Cc1cc(OCC(=O)N2CCOCC2)cc2oc(=O)c3ccccc3c12
    1 | 7 | 4 | -1 | -7 | -3 | -3 | -4 | -3 | 4
CC(Oc1ccccc1)C(=O)N1CCCc2ccccc21 (stereo not given)
    -2 | -1 | 3 | -1 | 6 | -5 | 1 | 1 | 3 | 1
CCCCNC(=O)CCn1c(=O)c2ccccc2n(CC(=O)N2CC(C)CC(C)C2)c1=O (stereo not given)
    3 | 1 | -7 | 3 | -4 | -9 | 1 | 1 | -1 | 0
CCCN1C2CCCC1CC(NC(=O)C1CCCCC1)C2 (stereo not given)
    -4 | 2 | 0 | -1 | 3 | 1 | 2 | 4 | 2 | 10
Cc1ccc(CN(CCO)CCO)cc1
    1 | -10 | 0 | -1 | 3 | -2 | -1 | 5 | 4 | 3
O=C(COC(=O)C12CC3CC(CC(O)(C3)C1)C2)N1CCN(S(=O)(=O)c2ccc(Cl)cc2)CC1
    -15 | -9 | -8 | 4 | -10 | -6 | -2 | -6 | 3 | -4
CCC(=O)N1CCC2(CC1)Oc1ccc(Cl)cc1C(=O)C21CC(c2ccc(Cl)cc2)=NO1 (stereo not given)
    -9 | -2 | -2 | 2 | -4 | 7 | -2 | -4 | -3 | -43
COc1ccccc1-n1c(SCC(=O)Nc2ccc3c(c2)OCO3)nc2c(c1=O)SCC2
    -1 | -1 | 3 | 5 | 21 | 10 | -4 | 0 | -5 | -4
CCN(CC)C(=O)C1CCN(S(=O)(=O)c2cccc3nonc23)CC1
    6 | 3 | 0 | -1 | -1 | 0 | 3 | 9 | 4 | 12
CC(=O)Nc1cccc(-c2csc(Nc3ccc(C)cn3)n2)c1
    0 | 3 | -1 | -2 | -9 | 3 | 6 | -3 | -5 | -2

More records:
Order of results – mABHD4 FP | SIAE primary | TCR-CD3 inh | PRMT1 FP inh | GC-B act | rCAG binder | LEDGF integ inh | TDP2 inh | MBD2 inh | HTRA1 inhibitor
O=S(=O)(Nc1ncccn1)c1ccc(NS(=O)(=O)c2cccc(Cl)c2Cl)cc1
    -1 | 1 | 1 | -2 | -4 | 1 | 6 | 4 | -4 | 1
O=C(c1cc(S(=O)(=O)NCc2ccco2)ccc1Br)N1CCOCC1
    7 | 1 | -8 | 8 | -2 | 3 | -5 | -2 | -2 | 6
COc1ccc(N/C=C/c2nc(SC)nnc2C)cc1
    2 | -7 | 6 | -4 | 6 | 4 | 2 | -13 | -10 | 3
CC(=O)Nc1nc(N)n(-c2ccccc2)n1
    3 | 0 | 4 | -4 | 2 | -1 | 3 | -3 | -5 | 2
C[C@@]12C(=O)N(c3cccc(F)c3)C(=O)N1[C@@H]1c3ccccc3OC[C@@H]1[C@H]2c1ccccc1
    -27 | 0 | -2 | 0 | 3 | 7 | 1 | -15 | -3 | -25
O=C(NCCN1CCN(c2ccccc2)CC1)Nc1ccccc1Cl
    -3 | 5 | 8 | -2 | 6 | -5 | 2 | 0 | -3 | -1
COC(=O)[C@]12C[C@H](CC(=O)NCc3ccc(OC)c(OC)c3)C(=O)N(CCC3=CCCCC3)C1=C[C@H](C1CCCC1)O[C@@H]2C
    -4 | 1 | / | -1 | -8 | 4 | -2 | -12 | -2 | /
Cc1cccc(NC(=S)Nc2ccc(Br)cc2)c1
    -2 | 6 | 3 | -3 | -3 | 5 | 0 | -4 | 4 | -2
CC(=O)NC(c1ccc(F)c(F)c1)c1nc(-c2ccc(F)c(Cl)c2)cs1 (stereo not given)
    -16 | -8 | 3 | -5 | -6 | 4 | 6 | -26 | -9 | /
